Screening results from PubChem BioAssay.
NadD inh: NadD (S. aureus) enzyme inhibition; inhibition, % at 20 µM; 360,000 compounds, 0.78% hits; AID 602399; purified NadD enzyme, colorimetric absorbance read-out; in the data active = inhibition above about 26%; note: some compounds past the cut are filed as inactive
DNMT1 block: inhibitors of human DNMT1 | P26358 | DNMT1 molecular beacon, Hinp1I cleavage, fluorescence | inhibition (reported as % activation of signal), % at 10 µM | 360,000 compounds, 0.83% hits | AID 588458; in the data active = inhibition above about 50%
SUMO1-SIM PPI: SUMO1-SIM interaction modulation | P63165 | inhibition, % at 20 µM | 360,000 compounds, 0.33% hits | SUMO1 binding to a labelled peptide, TR-FRET, 1 h | AID 602429; in the data active = inhibition above about 37%
Target sequence (P63165 whole entry, looked up): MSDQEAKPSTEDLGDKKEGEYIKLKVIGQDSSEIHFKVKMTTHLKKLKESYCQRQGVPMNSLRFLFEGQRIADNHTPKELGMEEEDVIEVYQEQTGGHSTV
LMPTP inh: LMPTP (human) inhibition. P24666. recombinant LMPTP-A, OMFP fluorogenic substrate, fluorescence intensity. inhibition, % at 20 µM. 360,000 compounds, 0.22% hits. AID 651560;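 active = compounds that cut the enzyme signal by at least half of the control window in the single-dose screen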;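 note: plate controls were DMSO wells with enzyme plus substrate for no effect and substrate without enzyme for full effect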
Target sequence (P24666 whole entry, looked up): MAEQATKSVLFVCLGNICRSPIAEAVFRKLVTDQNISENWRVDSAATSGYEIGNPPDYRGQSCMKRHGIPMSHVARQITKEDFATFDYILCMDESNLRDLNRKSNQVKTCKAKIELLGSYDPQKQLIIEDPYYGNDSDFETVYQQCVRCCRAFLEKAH
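Buffer or medium: Bis-Tris pH 6.0, DTT, detergent; Assay system: LMPTP-A enzyme; Quantity: 0.625 nM enzyme; Detection: endpoint fluorescence intensity; Times: 50 min dark incubation at room temperature; Controls: substrate-only low control, DMSO enzyme-plus-substrate high control; Doses: single 20 µM dose; Read-out: percent inhibition versus substrate-only and uninhibited controls; Reagent: 400 µM OMFP.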
STEP block: STEP (human) phosphatase inhibition; P54829; recombinant STEP, OMFP fluorogenic substrate, fluorescence; inhibition, % at 20 µM; 360,000 compounds, 0.25% hits; AID 588621;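 active = inhibition at 20 µM, scaled per plate between control wells, above about 37%, limit read from the data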;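 note: 0% = DMSO with enzyme and substrate and 100% = substrate only without enzyme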
Target sequence (P54829 whole entry, looked up): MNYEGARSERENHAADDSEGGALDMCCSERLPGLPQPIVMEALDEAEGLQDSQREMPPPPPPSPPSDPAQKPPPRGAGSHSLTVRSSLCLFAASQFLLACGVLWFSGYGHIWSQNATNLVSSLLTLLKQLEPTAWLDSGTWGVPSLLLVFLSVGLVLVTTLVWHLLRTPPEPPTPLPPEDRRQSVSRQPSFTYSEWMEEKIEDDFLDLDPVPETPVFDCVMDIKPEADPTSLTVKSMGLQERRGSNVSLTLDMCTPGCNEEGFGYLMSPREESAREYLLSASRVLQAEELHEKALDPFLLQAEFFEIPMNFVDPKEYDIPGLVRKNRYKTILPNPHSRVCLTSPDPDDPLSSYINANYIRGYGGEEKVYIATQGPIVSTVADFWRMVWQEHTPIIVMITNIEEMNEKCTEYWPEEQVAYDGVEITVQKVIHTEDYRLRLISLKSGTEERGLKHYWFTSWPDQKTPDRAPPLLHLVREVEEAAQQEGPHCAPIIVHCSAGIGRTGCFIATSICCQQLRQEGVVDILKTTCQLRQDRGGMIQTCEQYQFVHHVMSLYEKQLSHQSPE
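Also added – OMFP at 25 µM · Test system – STEP tyrosine phosphatase · Technique – FITC-channel fluorescence of OMFP product · Schedule – 20 min at room temperature, dark · Evaluation – control-normalized % inhibition with plate pattern correction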
Rpn11 block: blocks the human proteasome subunit Rpn11 | O00487 | human 26S proteasome, Ub4-pepOG fluorescence polarization; 20S core pre-blocked with epoxomicin | calls only at 20 µM | 360,000 compounds, 0.59% hits | AID 588493;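 active = inhibition at 20 µM, scaled to each plate's controls, above about 33%, limit read from the data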
PABP1 MLLE inh: inhibitors of microRNA-mediated deadenylation, human PABP1 MLLE binding; 360,000 compounds, 0.36% hits; inhibition, % at 20 µM; GST-MLLE / FITC-PAM2 fluorescence polarization; in the data active = inhibition above about 35%, passing the limit was not always enough;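 note: plate controls were DMSO wells with GST-MLLE for no effect and wells lacking GST-MLLE protein for full effect; some results filed as inactive read as strong as hits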
Tb MetRS inh: blocks T. brucei methionyl-tRNA synthetase activity; purified T. brucei MetRS, ATP depletion, Kinase-Glo luminescence; inhibition, % at 11.9 µM; 360,000 compounds, 0.4% hits; AID 624268;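 active = inhibition above a per-plate cutoff of the control wells' mean inhibition plus 3 SD, cut at about 5.5% in these data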;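 note: 0% = DMSO wells median and 100% = median of wells with control inhibitor compound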
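System: purified T. brucei MetRS enzyme / Detection: Kinase-Glo luciferase luminescence reporting remaining unconsumed ATP / Medium: HEPES buffer with MgCl2, KCl, DTT, spermine, BSA, pyrophosphatase / Replication: singlicate, one well per compound / Evaluation: percent inhibition relative to median high and low control wells / Schedule: 2 h aminoacylation at 25 °C after 15 min preincubation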
CSN deneddyl inh: inhibitors of human CSN-mediated cullin deneddylation | Q92905 | inhibition, % at 12.5 µM | Purified CSN, SCF-Nedd8-OG deneddylation, fluorescence polarization | 360,000 compounds, 0.38% hits;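 active = pattern-corrected inhibition above about 35%, with an unprinted fluorescence ratio check between 0.5 and 1.5, limit read from the data, passing the limit was not always enough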;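 note: 0% = enzyme with substrate and 100% = substrate without enzyme; some results filed as inactive read as strong as hits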
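test system = HEK293T-derived human Csn5 enzyme | amount = 0.24 nM Csn5 enzyme, final concentration | medium = Tris/NaCl/DTT buffer, pH 7.5 | schedule = 90 min reaction at room temperature | signal = FP | evaluation = inhibition of Csn5 cleavage, % | compound dosing = single dose of 12.5 µM compound with 0.25% DMSO | probe or stimulus = 10 nM SCFSkp2-Nedd8OG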
Scp-1 inhibitor: inhibitors of human Scp-1 phosphatase. AID 493091. 340,000 compounds, 0.88% hits. Q9GZU7. inhibition, % at 20 µM. Recombinant Scp1, phosphopeptide, malachite green phosphate absorbance;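 active = inhibition above about 50% at 20 µM, limit read from the data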;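 note: plate controls were DMSO wells with enzyme for no effect and wells lacking enzyme for full effect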
Target sequence (Q9GZU7 76-261 limits assumed): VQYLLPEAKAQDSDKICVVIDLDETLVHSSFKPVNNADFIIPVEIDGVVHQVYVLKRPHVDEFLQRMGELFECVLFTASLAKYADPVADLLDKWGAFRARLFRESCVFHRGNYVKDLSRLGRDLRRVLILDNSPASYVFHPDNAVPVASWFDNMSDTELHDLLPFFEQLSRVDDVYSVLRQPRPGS
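Test system: SCP-1 phosphatase catalytic domain, residues 76-261 | Compound dosing: One concentration, 20 µM, with 1.0% DMSO | Schedule: 45 min room-temperature reaction, 5 min colour, 30 min stabiliser | Detection: Absorbance at 630 nm | Read-out basis: % inhibition of SCP-1 phosphate liberation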
Numbers without * were called inactive; i = inactive; / = not tested or not shown. Random draw from the library. About 3.6% of those tested had a hit in this group.

SMILES	NadD inh	DNMT1 block	SUMO1-SIM PPI	LMPTP inh	STEP block	Rpn11 block	PABP1 MLLE inh	Tb MetRS inh	CSN deneddyl inh	Scp-1 inhibitor
CCO[C@@H]1OC(C(=O)O)=C[C@H](c2csc3ccccc23)[C@H]1CCCO	-4	0	5	-0.4	0	i	16	-0.5	5	1
O=C1C2CC=CCC2C(=O)N1c1ccc(NCCc2ccc(Cl)cc2)c([N+](=O)[O-])c1 (stereo not drawn)	-5	0	-11	1.7	7	i	-5	-0.7	-1	0
O=C(Nc1ccccc1F)n1ncc2cc(Cl)ccc21	-3	-1	5	2.9	-1	i	-4	-0.2	-2	-1
Cc1cc(Br)c(Cl)cc1NC(=O)CN1C(=O)C2C3CC(c4ccccc4)C(C3)C2C1=O (stereo not drawn)	-6	-8	-3	2.8	-3	i	12	-0.2	1	-14
Cc1ccccc1CN1C(=O)CSCC1(C)C(=O)Nc1c(C)cccc1C (stereo not drawn)	/	/	-1	-0.5	/	/	/	0.1	1	/
CN(C)S(=O)(=O)N1CCN(c2cc(Cl)ccc2Cl)CC1	-1	2	-4	1.6	0	i	0	0.1	3	-9
CCC(N)C12CC3CC(CC(O)(C3)C1)C2 (stereo not drawn)	0	2	4	-0.5	0	i	-18	-0.5	-3	-3
CCC(C)NC(=O)CNC(=O)Cn1c(C)cc2ccccc2c1=O (stereo not drawn)	-2	2	1	-1.4	-2	i	-4	-0.5	2	-6
COc1ccc(/C=C/C(=O)NC(=S)NNC(=O)Cc2cccs2)cc1OC	5	8	-2	0.0	3	i	-18	-1.0	-1	-4
CC(=O)c1c(C)nc(-c2ccc(OCC(=O)Nc3ccccc3)cc2)n1O	0	-3	-3	-0.4	-1	i	-5	-0.8	4	-9
COc1cc(C(=O)NNC(=O)/C=C/c2ccccc2)cc(OC)c1OC	4	3	-12	-0.1	0	i	-13	0.1	-1	36
COc1cc([N+](=O)[O-])ccc1-c1ccc(/C=C2\C(=O)ON=C2c2ccccc2)o1	45*	80*	64*	3.2	4	i	1	-1.5	11	3
COC(=O)c1cn(C(=O)c2ccccc2Cl)c2ccccc12	-12	0	-3	1.3	2	i	-3	-1.1	-2	-7
O=C1C2C3c4ccccc4C(c4ccccc43)C2C(=O)N1c1cccc2cccnc12 (stereo not drawn)	-2	-4	2	-1.1	-2	i	6	-0.6	3	-10
COC(=O)c1nn(-c2ccc(C)cc2)c2nnc(Cc3ccccc3)c(=O)n12	-1	4	-3	-1.0	-3	i	-15	0.4	0	-11
CC(C)CCOc1ccc(C2CC(=O)N(C)C2=O)cc1 (stereo not drawn)	-9	-1	2	-1.2	2	i	-1	-0.9	-7	-5
O=C(O)CNc1nc(-c2ccccc2)c2cc([N+](=O)[O-])ccc2n1	4	20	1	1.7	4	i	16	0.5	-8	-4
CN1CCN(C(=O)c2ccc3c(c2)NC(=O)C(N2CCOCC2)S3)CC1 (stereo not drawn)	7	1	-3	-3.7	-2	i	-13	0.0	-4	3
CCCOc1ccc(C2/C(=C(\O)c3c(C)[nH]c(C(=O)OC)c3C)C(=O)C(=O)N2CCN(C)C)cc1 (stereo not drawn)	10	-3	1	-3.6	-1	i	2	-0.3	-4	0
O=S(=O)(c1cc(F)ccc1F)N1CCC2(CC1)OCCN2S(=O)(=O)c1ccccc1	-8	-1	3	1.3	2	i	10	-0.5	3	-1
Nc1[nH]nc2nc3ccccc3cc12	-3	1	-16	-1.3	-7	i	-11	-0.6	-1	-17
CCOC(=O)CC(=O)CSc1nnc(Cn2c(=O)sc3ccccc32)n1C	1	2	4	-1.4	0	i	1	0.3	3	-2
CC(Sc1nnc(-c2ccco2)n1C)C(=O)NC1CCCC1 (stereo not drawn)	-2	5	5	-1.6	-3	i	23	0.1	0	-5
OCC[C@H]1C[C@H](O)[C@@H](O)[C@]2(CCCCO2)O1	1	5	3	-2.8	-1	i	-5	-0.4	3	-11
Cc1ccc(OCC(=O)Nc2nc(-c3ccccn3)cs2)c(C)c1	12	-3	4	1.7	8	i	14	-0.2	3	-6
The listing continues.
SMILES	NadD inh	DNMT1 block	SUMO1-SIM PPI	LMPTP inh	STEP block	Rpn11 block	PABP1 MLLE inh	Tb MetRS inh	CSN deneddyl inh	Scp-1 inhibitor
CC1CCN(c2oc(-c3ccc(F)cc3)nc2C#N)CC1	-7	4	-10	-0.6	1	i	-2	-1.5	2	-12
Cc1cccc(N2CCN(C(=O)COc3cc4oc(=O)cc(C)c4cc3Cl)CC2)c1C	10	9	4	1.5	-2	i	-6	-0.2	-2	-6
Cc1cc(S(=O)(=O)NCC(C)C)ccc1OCC(=O)NCC1CCCO1 (stereo not drawn)	-2	2	-1	0.3	-4	i	15	-0.2	0	1
COc1cc(OC)cc(C(=O)Nc2ccccc2C(=O)NC2CC2)c1	-3	0	6	-0.6	-1	i	-17	-0.2	-4	-10
O=C1CN(c2ccc(Cl)cc2)C2(CCCCC2)S1	3	1	-4	-1.1	-4	i	1	-0.2	8	0
NC(CC(=O)O)c1ccc(Br)cc1 (stereo not drawn)	2	6	3	-1.8	-5	i	-2	-2.0	-9	4
Cc1noc(C)c1CSc1nnc(-c2ccccc2F)n1CCc1ccccc1	1	1	6	0.9	-3	i	-104	-0.2	1	-8
Cc1ccc(C)c(N(C)C(=O)c2coc(=O)c3ccccc23)c1	-2	0	-3	-0.5	1	i	13	-0.6	-7	-4
Cc1cccc(C)c1NC(=O)C1C(c2ccc3c(c2)OCO3)=Nc2ccccc2N1C(=O)c1ccccc1 (stereo not drawn)	/	/	-23	2.7	/	/	/	0.0	2	/
Cc1ccccc1N1CC(C(=O)N2CCc3ccccc32)CC1=O (stereo not drawn)	3	5	0	-0.5	0	i	-5	0.1	-3	-12
COc1ccccc1C(=O)Nc1ccnn1C1CCN(C(=O)c2ccoc2C)CC1	0	0	2	1.3	-2	i	10	0.1	3	-2
Nc1c(-c2ccccc2)c(CSc2nc3ccccc3[nH]2)nn1-c1ccc(C(=O)O)cc1	14	15	1	0.1	1	i	-20	0.6	1	9
Cc1cccc(C)c1NC(=S)N(C)CCc1ccccn1	-1	1	3	-2.3	-4	i	-11	-0.2	-3	-11
CC[C@]12c3[nH]c4cc(-c5ccco5)ccc4c3CCN1C(=O)[C@@H](CC(=O)NCCc1ccccn1)C[C@@H]2C(=O)N1CCN(C(=O)c2ccco2)CC1	-4	4	6	-2.2	6	i	-9	-0.2	2	1
COc1ccccc1N1CCN(S(=O)(=O)CCNC(=O)c2ccccc2Br)CC1	1	1	-5	-0.1	-3	i	9	-0.1	0	-5
Cc1cccc(-c2noc(-c3ccc(F)cc3)n2)c1	6	2	-1	0.0	-4	i	4	-0.1	2	-10
O=C(Nc1nnc(-c2ccco2)o1)c1ccc(Br)s1	6	3	5	-1.4	2	i	-5	-0.1	2	/
c1ccc(Cn2nnnc2-c2ccco2)cc1	-1	5	-3	-0.1	0	i	13	-1.9	-1	12
C/C(CC(=O)Nc1ccc2c(c1)OCCO2)=N\NC(=O)Cc1ccccc1	-1	-1	-3	0.5	2	i	5	-0.4	-4	-4
O=C(C1CCCN(S(=O)(=O)c2ccc(Br)s2)C1)N1CCCCCC1 (stereo not drawn)	-8	-1	2	0.0	1	i	13	-1.4	-2	-12
C=C(C)Cc1c(C)c(C#N)c2[nH]c3ccccc3n2c1=O	-1	-6	6	0.2	1	i	-14	-0.2	-5	-2
CCc1nc(SCC(=O)Nc2ccc([N+](=O)[O-])cc2)n[nH]1	-6	0	-15	-0.8	3	i	-11	-0.1	-3	-2
O=C(c1ccc(-c2ccccc2Cl)o1)N1CCN(S(=O)(=O)c2cccs2)CC1	-4	-5	-1	4.3	2	i	21	-0.5	6	-2
COc1ccc(OC)c2c(C)cc(N3CCCCCC3)nc12	17	-3	-13	6.5	4	i	9	-0.3	9	3
COc1ccc(-c2cc(NC=O)c3ncc(-c4cccc(C(=O)NCCN(C)C)c4)n3c2)c(OC)c1	-10	-6	-14	-2.5	1	i	-19	0.0	10	/
O=C(Nc1ccn(CCCN2CCN(Cc3ccc(F)cc3)CC2)c(=O)n1)OCc1ccccc1	6	-1	-2	-2.4	-1	i	-2	-1.2	0	/

Sorted by length of the SMILES (descending): part of the list above
SMILES	NadD inh	DNMT1 block	SUMO1-SIM PPI	LMPTP inh	STEP block	Rpn11 block	PABP1 MLLE inh	Tb MetRS inh	CSN deneddyl inh	Scp-1 inhibitor
CC[C@]12c3[nH]c4cc(-c5ccco5)ccc4c3CCN1C(=O)[C@@H](CC(=O)NCCc1ccccn1)C[C@@H]2C(=O)N1CCN(C(=O)c2ccco2)CC1	-4	4	6	-2.2	6	i	-9	-0.2	2	1
Cc1cccc(C)c1NC(=O)C1C(c2ccc3c(c2)OCO3)=Nc2ccccc2N1C(=O)c1ccccc1 (stereo not drawn)	/	/	-23	2.7	/	/	/	0.0	2	/
Nc1c(-c2ccccc2)c(CSc2nc3ccccc3[nH]2)nn1-c1ccc(C(=O)O)cc1	14	15	1	0.1	1	i	-20	0.6	1	9
O=C(Nc1ccn(CCCN2CCN(Cc3ccc(F)cc3)CC2)c(=O)n1)OCc1ccccc1	6	-1	-2	-2.4	-1	i	-2	-1.2	0	/
O=C(c1ccc(-c2ccccc2Cl)o1)N1CCN(S(=O)(=O)c2cccs2)CC1	-4	-5	-1	4.3	2	i	21	-0.5	6	-2
COc1ccccc1N1CCN(S(=O)(=O)CCNC(=O)c2ccccc2Br)CC1	1	1	-5	-0.1	-3	i	9	-0.1	0	-5
CCc1nc(SCC(=O)Nc2ccc([N+](=O)[O-])cc2)n[nH]1	-6	0	-15	-0.8	3	i	-11	-0.1	-3	-2
Cc1ccc(C)c(N(C)C(=O)c2coc(=O)c3ccccc23)c1	-2	0	-3	-0.5	1	i	13	-0.6	-7	-4
O=C1CN(c2ccc(Cl)cc2)C2(CCCCC2)S1	3	1	-4	-1.1	-4	i	1	-0.2	8	0
c1ccc(Cn2nnnc2-c2ccco2)cc1	-1	5	-3	-0.1	0	i	13	-1.9	-1	12
NC(CC(=O)O)c1ccc(Br)cc1 (stereo not drawn)	2	6	3	-1.8	-5	i	-2	-2.0	-9	4
